HSP90 inh: HSP90 inhibitors, primary screen, cell lysate, luminescence; Heat shock protein HSP 90 (rabbit reticulocyte lysate; luciferase refolding); Rabbit reticulocyte lysate, luciferase refolding luminescence, 3 h; inhibition, % at 5.6 µM; 290,000 compounds, 0.91% hits; AID 1789, 2009;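 active means inhibition above the screen-wide mean plus 3 SD, computed separately per campaign, cut at about 16% in these data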;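 further: 0% = DMSO wells and 100% = 60 µM geldanamycin wells; inhibitors lower the luminescence because luciferase stays unfolded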
HSF-1 act: HSF-1 activators, primary screen, NIH3T3-HGL cells, MG132 stress, luminescence, single point. NIH3T3-HGL HSF-1 luciferase reporter, 8 h; 100% = twice DMSO control signal. 300,000 compounds, 1.7% hits. AID 504408, 2011. activation, % at 9 µM;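 active means mean replicate activation of at least 50% with a set share of replicates each reaching 50%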;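 further: 0% = median of the neutral control wells and 100% = twice that signal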
GSK3A inh: blockers of GSK3A enzyme activity – biochemical, luminescence, cell-free homogeneous, HTS, primary screen; Glycogen synthase kinase-3 alpha (Homo sapiens), P49840; GSK-3 alpha kinase, ADP-Glo luminescence, 60 min; inhibition, % at 10 µM; 320,000 compounds, 0.1% hits;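 in the data active means inhibition above about 50%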;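 further: GST-tagged GSK-3 alpha with peptide substrate and 25 µM ATP; 0% = DMSO neutral wells and 100% = GW8510 positive control wells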
Target sequence (P49840 whole entry, looked up): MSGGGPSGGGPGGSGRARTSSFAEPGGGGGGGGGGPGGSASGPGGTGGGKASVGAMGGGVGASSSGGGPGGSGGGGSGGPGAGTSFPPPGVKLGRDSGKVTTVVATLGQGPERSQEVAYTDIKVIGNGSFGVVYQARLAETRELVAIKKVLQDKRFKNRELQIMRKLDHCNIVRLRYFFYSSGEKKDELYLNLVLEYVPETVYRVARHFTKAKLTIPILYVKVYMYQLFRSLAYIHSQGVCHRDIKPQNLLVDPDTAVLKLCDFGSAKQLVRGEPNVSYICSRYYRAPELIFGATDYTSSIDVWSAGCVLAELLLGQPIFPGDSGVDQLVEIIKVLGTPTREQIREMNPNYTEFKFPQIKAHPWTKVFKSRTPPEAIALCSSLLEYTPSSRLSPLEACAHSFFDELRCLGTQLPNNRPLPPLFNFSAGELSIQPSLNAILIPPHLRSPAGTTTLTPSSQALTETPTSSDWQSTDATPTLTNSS
HSF1 inhib: HSF1 inhibitors in luciferase reporter cells, primary screen, cell-based, NIH3T3, luminescence; NIH3T3-HGL HSE-luciferase, MG132-induced, luminescence 8 h; stronger effect = lower value; activity change, negative = inhibition, % at 7.5 µM (by protocol); 300,000 compounds, 0.77% hits;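 active means more than half of replicate wells show activity change below -50%, luminescence cut by over half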;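 further: luciferase reports HSF-1 transcriptional activity via heat shock element; 0% = median of DMSO wells and -100% = zero luminescence signal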
IEC-6 tox: cytotoxicity in IEC-6 intestinal epithelial cells, primary screen, cytotoxicity control for KLF5 inhibitor project, cell-based, luminescence; IEC-6 cytotoxicity, luminescence viability; inhibition, % at 5 µM; 290,000 compounds, 0.78% hits; in the data active means inhibition above about 22%;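 further: 0% = plate median of test compound wells and 100% = cytotoxic reference compound wells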
Platelet DG rel: inhibitors of platelet dense granule secretion, primary screen, cell-based, MLPCN, human platelets; AID 1663, 2009; human platelet-rich plasma, SFLLRN dense granule ATP release, luminescence; inhibition, %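 (compounds screened at 7.5 µM in platelet-rich plasma)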; 300,000 compounds, 0.22% hits;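 active means mean replicate score, as percent of positive control, at or above 50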
GSK3B inh: human GSK3beta kinase inhibitors, primary screen, biochemical, cell-free homogeneous, HTS; GST-GSK3beta kinase, ADP-Glo luminescence, 60 min; stronger effect = lower value; 300,000 compounds, 0.038% hits; activity score (negative = inhibition), % at 10 µM; Glycogen synthase kinase-3 beta (Homo sapiens), P49841; AID 2097, 2009;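 active means more than half of replicate wells score below -50%, meaning over 50% inhibition versus plate controls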;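 further: 0% = median DMSO wells and -100% = median GW8510 positive control wells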
Target sequence (P49841 whole entry, looked up): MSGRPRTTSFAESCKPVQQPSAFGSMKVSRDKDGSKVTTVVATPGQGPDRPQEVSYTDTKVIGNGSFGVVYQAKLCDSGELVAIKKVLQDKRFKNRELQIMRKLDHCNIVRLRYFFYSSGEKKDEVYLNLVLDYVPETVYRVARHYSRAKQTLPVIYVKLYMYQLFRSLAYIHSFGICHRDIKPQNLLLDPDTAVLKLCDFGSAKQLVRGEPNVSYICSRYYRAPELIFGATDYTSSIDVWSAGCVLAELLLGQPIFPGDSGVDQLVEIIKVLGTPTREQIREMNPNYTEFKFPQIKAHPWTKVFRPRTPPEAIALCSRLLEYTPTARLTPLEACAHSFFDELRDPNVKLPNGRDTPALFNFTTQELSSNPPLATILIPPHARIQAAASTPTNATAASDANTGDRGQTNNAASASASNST
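Assay system: GST-tagged human GSK3beta kinase, cell-free; Input: 1.6 ng GSK3beta; Medium: Tris/MgCl2 kinase buffer; Timing: 60 min enzyme reaction, room temperature; Signal: ADP-Glo luminescence quantifying ADP generated by kinase; Evaluation: score relative to plate controls; Benchmarks: DMSO neutral wells and GW8510 at 20 µM as positive.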
aSyn 5UTR inh: MLPCN primary screen, SNCA 5' untranslated region; alpha-synuclein 5'UTR reporter, inhibitor activity; inhibition, % (tested at 7.5 µM); 300,000 compounds, 0.82% hits; AID 1813, 2009; in the data active means inhibition above about 60%;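 further: H4 neuroglioblastoma cells stably carrying SNCA 5'UTR luciferase fusion; 0% = DMSO wells and 100% = positive control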
KLF5 inhibitor: KLF5 expression inhibitors, primary screen, DLD-1 cells, luminescence | 290,000 compounds, 0.23% hits | inhibition, % at 5 µM | DLD-1 KLF5 promoter-luciferase reporter;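 active means inhibition above a per-plate limit of that plate's mean compound inhibition plus 3 SD, cut at about 60% in these data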;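 further: 0% = DMSO wells and 100% = LY294002 at 200 µM; higher means less KLF5 promoter-driven luciferase light; inactives centre near -14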
DYRK1A inh: rat Dyrk1A kinase inhibitors, primary screen, biochemical, single point, plate reader. ADP-Glo luminescence, NFATc1 peptide. inhibition, % at 12.5 µM. 310,000 compounds, 0.43% hits; in the data active means inhibition above about 50%;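 further: plate controls were vehicle with enzyme for no effect and no enzyme for full effect; many of its hits are not listed in these tables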
The depositor's hits bear a star; · = no result given. The list is partial; rates above refer to the full screens.

SMILES	HSP90 inh	HSF-1 act	GSK3A inh	HSF1 inhib	IEC-6 tox	Platelet DG rel	GSK3B inh	aSyn 5UTR inh	KLF5 inhibitor	DYRK1A inh
O=C(CN1C(=O)NC2(CCCC2)C1=O)OCc1cc(=O)n2cc(Br)ccc2n1	0	-9	-1	7	-2	-2	-1	-4	-27	-1
Cc1nc(N2CCN(Cc3nc4ccccc4[nH]3)CC2)c2oc3ccccc3c2n1	1	36	-1	-3	5	5	-3	24	-17	9
CCN(CC)S(=O)(=O)c1ccc(N2CCc3ccccc3C2)nc1	2	73*	-1	54	0	10	·	-78	-21	3
COc1ccc(N2CCN(C(=O)CN(CCc3ccccc3)S(C)(=O)=O)CC2)cc1	1	7	-2	-3	3	7	0	7	-37	-5
Cc1ccc(C#N)c(SCc2ccccc2F)n1	1	36	-4	12	3	8	0	22	-3	·
CN(Cc1nc(CC2CC2)no1)CC12CC3CC(CC(C3)C1)C2	-5	-3	-4	-4	-4	-1	-2	-13	-17	-2
O=C(NCc1cccc2[nH]ccc12)C1CCC(=O)N(CCc2ccc(Cl)cc2)C1 (stereo unspecified)	-1	34	-4	12	9	1	0	-8	-5	-8
S=c1[nH]c(-c2ccccc2)cn1-c1ccccc1	0	42	1	31	-13	-7	-4	-75	-119	6
Cn1c(=O)[nH]c(=O)c2c1nc(SCC(=O)O)n2CCOc1ccccc1	-4	-7	1	-4	-1	1	1	6	-37	3
Cc1nc2ccc(Br)cc2c(-c2ccccc2)c1C(=O)O	3	2	-4	4	-5	-2	5	1	-21	-2
COc1ccc2c(CC(=O)Nc3ccc(OC)c(NS(=O)(=O)c4ccc(F)cc4)c3)coc2c1	5	10	-10	6	9	2	1	7	13	-7
CC(=O)Nc1ccc(S(=O)(=O)NC2CC(=O)N(c3ccc4c(c3)OCCO4)C2)cc1 (stereo unspecified)	·	31	-2	9	·	9	5	10	·	-9
Cc1c(CN(C)C(=O)c2ccc(Br)o2)cnn1C	0	-2	2	-5	2	3	0	19	-22	-9
O=C(CCc1ccccc1)N=C1SC2CS(=O)(=O)CC2N1c1ccc(F)cc1 (stereo unspecified)	2	1	2	1	7	-4	-3	1	-5	0
CN(C)c1ccc(/C=N/OC(=O)Nc2ccccc2Cl)cc1	5	-18	-1	-11	0	-1	3	-16	0	·
S=c1[nH]nc(CSc2nc3ccccc3s2)o1	1	1	-5	-8	5	34	3	16	-8	3
CCOCCn1c(SC(C)C(C)=O)nc2c1c(=O)[nH]c(=O)n2C (stereo unspecified)	-3	12	2	8	-7	16	2	1	-33	0
Cc1nccn1S(=O)(=O)c1ccc(Br)cc1Br	4	-13	-8	-5	2	-1	-5	8	0	-4
COc1cc(Cl)cc2c1Sc1ccccc1/C2=C/CCN(C)C	0	-4	14	1	4	2	·	-42	-3	7
COc1ccc(/C=N/Nc2nc(=O)[nH]nc2C)cc1[N+](=O)[O-]	-4	13	1	2	1	8	0	-11	-23	5
Cc1nnc(-n2cnc3ccccc32)c2ccccc12	1	5	0	-3	7	-6	-8	13	-6	-4
Cc1ccc(-c2nn(-c3ccc(F)cc3)cc2C(=O)NCC2CCCO2)cc1 (stereo unspecified)	·	-9	-2	-2	·	4	-7	1	·	3
Cc1ccsc1C1C(C#N)=C(N)OC2=C1C(=O)CC(C)C2 (stereo unspecified)	0	-7	1	-6	7	-5	7	-9	-21	-3
CCc1ccccc1NC1c2ccccc2C(=O)N1c1cc(C)ccn1 (stereo unspecified)	-7	9	0	13	-4	-2	4	16	-11	4
CC1CCC/C(=N\NC(=O)c2ccncc2)C1 (stereo unspecified)	-1	4	2	-5	1	0	3	9	-3	-7

Next section.
SMILES	HSP90 inh	HSF-1 act	GSK3A inh	HSF1 inhib	IEC-6 tox	Platelet DG rel	GSK3B inh	aSyn 5UTR inh	KLF5 inhibitor	DYRK1A inh
O=C(Nc1ccc2c(c1)OCO2)c1ccc2nc[nH]c2c1	-1	19	-1	5	-1	12	-23	-112	-74	0
Cc1ccc(-c2nn(-c3ccccc3)cc2C(=O)N2CCOCC2)cc1	1	29	-2	-5	-16	-3	-1	3	32	15
CCOc1ccc(Nc2ncnc3c2cnn3C)cc1	-6	-1	0	-2	-1	-1	2	-23	-6	-5
COc1cc(/C=C2\C(=N)N3N=C(S(C)(=O)=O)SC3=NC2=O)ccc1OS(=O)(=O)c1ccccc1	-1	14	-2	3	-9	-7	0	-9	-44	·
COc1ccc(CN(C2CCCC2)S(=O)(=O)c2ccc(-n3cnnn3)c(OC)c2)cc1OC	0	3	0	-1	6	0	1	10	-21	·
O=C(CSc1ncccn1)N1CCC(Cc2ccccc2)CC1	-4	-2	-2	-2	2	-6	1	-7	-12	-2
CC(C)CCNc1nc2c(c(=O)[nH]c(=O)n2C)n1CC(O)COC(C)C (stereo unspecified)	-1	10	2	-3	-4	11	-6	7	5	4
COc1ccc(C(=O)Nc2ccccc2C(=O)N/N=C/c2cccc3ccccc23)cc1	35*	-76	0	-72*	2	92*	-4	-169	8	9
CCN(Cc1ccccc1)Cc1c(C)[nH]c2c(C)c(C)ccc2c1=O	-2	6	1	-4	1	-2	2	12	3	7
O=C(NC(=S)NNC(=O)c1cccs1)c1ccco1	-2	6	0	-4	-8	8	2	0	-22	-4
O=C(COC(=O)CNC(=O)c1ccc(Cl)cc1Cl)NC(=O)NC1CCCCC1	·	4	-1	-3	·	-7	-2	10	·	-3
C=CCOC(=O)C1=C[C@@H](c2ccc(Br)cc2)[C@H](CCCO)[C@@H](OCC)O1	4	15	0	14	-1	-3	3	16	-30	5
O=C1CCC([N+](=O)[O-])C(C2CC=CCC2)N1 (stereo unspecified)	·	12	-2	2	·	6	1	-8	·	-2
COc1ccc(NC(=O)C2CCCN2S(=O)(=O)c2ccc3c(c2)CCC(=O)N3)cc1 (stereo unspecified)	1	0	-7	1	3	23	1	-15	-1	1
COc1cc(Cl)ccc1NC(=S)N(CCCN1CCOCC1)Cc1cn(C)c2ccccc12	1	-7	-1	-2	3	1	1	9	-5	-4
O=C(CN1CCN(c2ccccc2F)CC1)c1ccc2cc[nH]c2c1	2	13	1	9	2	-3	-3	-25	15	2
COc1ccc(-n2nccc2-c2nn(-c3cccc(OC)c3)c(=O)n(C)c2=O)cc1	2	-15	2	0	11	-19	-1	2	-6	6
CCOC(=O)N1CCN(c2c(NCc3ccc(N(C)C)cc3)c(=O)c2=O)CC1	-1	3	-2	-3	0	7	-2	23	-33	5
Cn1cc(CN2CCC(C(O)CCc3ccccc3)CC2)c(-c2ccccc2F)n1 (stereo unspecified)	1	2	-3	-4	3	-10	0	10	-32	-4
O=C1C(Cl)=C(N2CCCC2)C(=O)N1c1ccc(F)cc1	-1	-1	4	6	0	1	·	3	-31	-2
C=CCn1c2ccccc2c2nnc(SCC(=O)NC(C(=O)OC)C(C)C)nc21 (stereo unspecified)	5	2	-3	-9	9	7	2	3	-12	-2
Cc1ccc(C(=O)N/N=C\c2cccn2C)cn1	2	-14	3	-6	4	-4	9	-32	10	-15
COc1cc(/C=C/C(=O)OCC(=O)NCCc2ccccc2)ccc1OC(F)F	-2	-1	1	-5	-3	-5	1	10	-18	0
O=C(Nc1ncccc1Cl)C1COc2ccccc2O1 (stereo unspecified)	2	40	1	11	-2	-4	-2	-107	-60	·
O=C(NC(=S)Nc1ccccc1[N+](=O)[O-])c1ccco1	0	42	1	-4	2	2	-2	-35	-81	-2

Later entries.
SMILES	HSP90 inh	HSF-1 act	GSK3A inh	HSF1 inhib	IEC-6 tox	Platelet DG rel	GSK3B inh	aSyn 5UTR inh	KLF5 inhibitor	DYRK1A inh
O=C(Nc1ccc(Cl)cc1)Nc1ccccc1NS(=O)(=O)c1cccs1	-2	0	-2	-1	-4	-2	7	-4	-21	0
Cc1ccc(-n2c(SCC(=O)Nc3cccc(S(=O)(=O)NC4=NCCCCC4)c3)nc3ccccc3c2=O)cc1C	1	25	-3	9	2	0	-1	18	-7	0
CCCCn1c(N)c(N(CCC(C)C)C(=O)CC2CCCCC2)c(=O)[nH]c1=O	·	-6	-1	5	·	0	-1	5	·	-4
COc1cc2[nH]c(=O)n(Cc3ccc(C(=O)NCC4CCCO4)cc3)c(=O)c2cc1OC (stereo unspecified)	-1	-9	1	-6	0	0	-5	9	-17	0
N=C(N)SCP(=O)(c1ccccc1)c1ccccc1	-2	6	-5	-7	5	-7	0	6	-35	·
COc1cc2ccccc2cc1C(=O)NC(=S)Nc1cccc(C(=O)O)c1C	-6	-18	-1	-9	-8	4	2	3	-13	1
O=C(O)c1cccc(NC2=C(Cl)C(=O)c3ccccc3C2=O)c1	-7	-90	·	-88*	-1	-5	-1	-191	-64	4
CCCCC(=O)N1CCCC(c2nc3c(nnn3Cc3cc(C)ccc3C)c(=O)[nH]2)C1 (stereo unspecified)	-2	16	1	11	-5	8	1	2	-10	-1
CCN(CC(=O)Nc1ccc(NC(C)=O)cc1)C(=O)C1COc2ccccc2O1 (stereo unspecified)	-2	1	-1	-3	-3	-7	3	18	-36	-4
CCOC(=O)N1CCC(N2Cc3cccc(C(=O)N4CC(C)CC(C)C4)c3C2=O)CC1 (stereo unspecified)	-1	-10	-1	-12	2	0	-19	21	-2	-1
Cc1noc(NS(=O)(=O)c2ccc(N/C=C/C(=O)c3ccc4c(c3)OCO4)cc2)c1C	0	-17	8	-2	1	-2	1	3	-6	-2
CCOC(=O)NC(=O)/C(C#N)=C\Nc1ccc(Cl)cc1Cl	2	3	-1	13	0	-3	-3	-48	-26	-3
Cc1csc(NC(C)c2nc3cc(Cl)c(N4CCCCC4)cc3n2CCOCCO)n1 (stereo unspecified)	·	-2	-2	-9	·	15	-2	1	·	-14
Cc1ccc(S(=O)(=O)N2CCC(=O)N(C(COCc3cccc(C)c3)Cc3ccccc3)CC2)cc1 (stereo unspecified)	-1	-13	-2	-4	-2	-3	-5	16	9	2
CCCC(C)NNC(=O)c1cc2ccccc2[nH]1 (stereo unspecified)	-4	-6	-5	7	-9	-4	-1	-33	-21	0
CN(C)S(=O)(=O)c1ccc(C(=O)OCc2nnc(-c3ccccc3)o2)cc1	-3	9	2	-2	1	17	-14	-18	-25	-2

An excerpt of these results, as a markdown table.
| Molecule | HSP90 inh | HSF-1 act | GSK3A inh | HSF1 inhib | IEC-6 tox | Platelet DG rel | GSK3B inh | aSyn 5UTR inh | KLF5 inhibitor | DYRK1A inh |
| --- | --- | --- | --- | --- | --- | --- | --- | --- | --- | --- |
| COc1ccc(NC(=O)C2CCCN2S(=O)(=O)c2ccc3c(c2)CCC(=O)N3)cc1 (stereo unspecified) | 1 | 0 | -7 | 1 | 3 | 23 | 1 | -15 | -1 | 1 |
| COc1cc(Cl)ccc1NC(=S)N(CCCN1CCOCC1)Cc1cn(C)c2ccccc12 | 1 | -7 | -1 | -2 | 3 | 1 | 1 | 9 | -5 | -4 |
